LAP4-GFP MLPCN: modulators of LAP4-GFP expression in yeast, primary screen, S. cerevisiae, multiplex flow cytometry, MLPCN library; actives 0.34% (n = 320,000); 3 h; median GFP as percent of DMSO wells; GFP response vs DMSO, % at 10 µM;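 active = GFP response vs DMSO above a set limit, about the screen mean plus 3 SD, cut at about 150% in these data; inconclusive = under 70 cell events counted for the yeast strain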
Yeast superoxide: reduction of superoxide in aged yeast, primary screen, HTS; superoxide response (% of plate mean), % at 10 µM; S. cerevisiae aged cells, superoxide DHE fluorescence; hits give low values; actives 0.18% (n = 330,000);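 active = superoxide response under a set limit, about three screen SD below normal, cut at about 65% in these data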;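 also: yeast aged for seven days with compound at 30 °C before DHE staining; 100% = average MFI of all compound-treated wells on the plate with controls excluded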
MEP2 TOR yeast: modulators of MEP2-GFP levels in yeast, primary screen, S. cerevisiae, multiplex flow cytometry, MLPCN library; S. cerevisiae MEP2-GFP strain, 3 h; 100% = DMSO control level; GFP response vs DMSO, % at 10 µM; actives 0.51% (n = 330,000);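 active = GFP response versus DMSO above a set limit, roughly screen mean plus 3 SD, cut at about 180% in these data; inconclusive = fewer than 70 cells counted for a yeast strain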;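 also: median GFP fluorescence of the barcode-gated MEP2-GFP cells per well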
RPL19A-GFP yeast: RPL19A-GFP expression modulators in yeast, primary screen, cell-based, S. cerevisiae, multiplex flow cytometry, MLPCN; S. cerevisiae RPL19A-GFP strain, 3 h; hits give low values; percent response vs DMSO, % at 10 µM; actives 0.3% (n = 330,000); AID 2025, 2009;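 active = percent response vs DMSO below 50%; inconclusive = fewer than 70 events counted for the yeast strain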;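 also: median channel GFP fluorescence of the barcoded RPL19A-GFP strain; ratio of sample median GFP to plate DMSO average so 100% = DMSO; lower means less RPL19A-GFP as with rapamycin TOR inhibition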
proCasp3 act: activators of human procaspase-3 D3A mutant, primary screen, biochemical, absorbance, PC-3 D3A mutant, single concentration. Caspase-3 (Homo sapiens), P42574. recombinant procaspase-3 D3A, Ac-DEVD-pNA absorbance 405 nm. activation, % at 8.5 µM. actives 0.11% (n = 330,000);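 active = activation above the mean of all tested compounds plus 3 SD, cut at about 21% in these data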;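 also: 0% = DMSO alone and 100% = DMSO wells spiked with extra 5 µM PC-3 D3A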
Target sequence (P42574 whole entry D9A/D28A/D175A): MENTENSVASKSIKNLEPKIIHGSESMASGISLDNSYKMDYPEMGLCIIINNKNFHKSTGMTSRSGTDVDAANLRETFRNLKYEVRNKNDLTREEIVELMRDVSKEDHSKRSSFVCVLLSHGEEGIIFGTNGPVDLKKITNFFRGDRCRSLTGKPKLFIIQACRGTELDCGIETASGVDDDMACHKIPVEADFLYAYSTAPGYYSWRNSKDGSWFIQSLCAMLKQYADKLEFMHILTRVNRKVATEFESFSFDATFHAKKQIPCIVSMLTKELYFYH
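Test system: Procaspase-3 D3A mutant, all three cleavage aspartates alanine | Dosing: Single dose, 8.5 µM nominal compound, 0.8% DMSO | Schedule: 1 h preincubation, 2 h reaction | Technique: 405 nm absorbance of p-nitroaniline, reads at 0 and 120 min | Repeats: One well per compound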
GASC-1 inh: inhibitors of GASC-1 histone demethylase, primary screen, biochemical, fluorescence, DELFIA europium; Lysine-specific demethylase 4C (Homo sapiens), Q9H3R0; GST-JMJD2C(1-420) H3K9me3 demethylation; inhibition, % at 2.35 µM; actives 0.069% (n = 330,000);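 active = more than half of a compound's replicate wells show inhibition beyond 50%, single wells judged on their own value; inconclusive = some, but no more than half, of replicates pass 50% inhibition; inactive = no replicate passes 50% inhibition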;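 also: signal counts dimethyl H3K9 product captured on neutravidin plate; 0% = median of DMSO wells and 100% = 0.3 times that DMSO median; strong numbers were not always called active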
Target sequence (Q9H3R0 1-420 limits assumed): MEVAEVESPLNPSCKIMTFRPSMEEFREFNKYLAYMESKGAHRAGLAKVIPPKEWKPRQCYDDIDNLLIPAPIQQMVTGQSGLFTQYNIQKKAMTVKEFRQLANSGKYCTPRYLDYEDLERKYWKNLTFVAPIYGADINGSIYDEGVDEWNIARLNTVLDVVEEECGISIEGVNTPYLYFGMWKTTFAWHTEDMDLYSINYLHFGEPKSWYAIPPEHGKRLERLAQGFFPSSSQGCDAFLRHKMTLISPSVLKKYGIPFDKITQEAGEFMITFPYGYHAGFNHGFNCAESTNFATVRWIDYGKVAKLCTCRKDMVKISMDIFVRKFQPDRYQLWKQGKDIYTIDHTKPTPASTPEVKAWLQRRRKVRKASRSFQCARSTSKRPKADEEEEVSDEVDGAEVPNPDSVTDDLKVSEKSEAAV
AHR activator: AHR activators, primary screen, cell-based, luminescence, luciferase reporter, human; Aryl hydrocarbon receptor (Homo sapiens), P35869; AHR-responsive luciferase reporter cells; activation, % at 5 µM; actives 2.5% (n = 320,000); AID 2796, 2010; in the data active = activation above about 47%;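 also: 0% = vehicle wells and 100% = reference agonist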
proCasp7 act: procaspase-7 activators, primary screen, counter-screen for procaspase-3 activator project, biochemical, absorbance, HTS, human; actives 0.093% (n = 330,000); recombinant procaspase-7, Ac-DEVD-pNA absorbance 405 nm; D23A/D198A/D206A triple mutant, cannot self-cleave; scale: DMSO 0, 5 µM enzyme 100; AID 463210, 2010; activation, % at 8.5 µM; Caspase-7 (Homo sapiens), P55210;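 active = percent activation above the screen-wide mean plus 3 SD, cut at about 25% in these data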
Target sequence (P55210 whole entry D23A/D198A/D206A): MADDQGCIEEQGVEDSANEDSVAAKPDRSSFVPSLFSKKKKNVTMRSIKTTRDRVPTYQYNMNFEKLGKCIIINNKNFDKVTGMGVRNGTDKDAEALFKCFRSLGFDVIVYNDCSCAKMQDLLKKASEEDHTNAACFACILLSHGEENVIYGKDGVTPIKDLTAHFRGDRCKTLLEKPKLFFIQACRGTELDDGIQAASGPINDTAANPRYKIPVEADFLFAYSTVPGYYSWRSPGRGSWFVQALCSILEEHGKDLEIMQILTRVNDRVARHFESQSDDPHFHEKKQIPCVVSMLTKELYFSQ
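System: Uncleavable procaspase-7 mutant enzyme; Amount: 2 µM procaspase-7 mutant as dispensed; Schedule: 1 h compound preincubation, 2 h substrate cleavage, 25 °C; Measured by: 405 nm absorbance of p-nitroaniline; Evaluation: percent activation from buffer-corrected 0–120 min absorbance change; Control set: low DMSO alone, high DMSO plus 5 µM PC-7.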
Starred values were filed as active, the others as inactive; ? = inconclusive; · = no result given; [ ] = remark or other dose. Rows are unselected (roughly 3.8% active in at least one column).

SMILES	LAP4-GFP MLPCN	Yeast superoxide	MEP2 TOR yeast	RPL19A-GFP yeast	proCasp3 act	GASC-1 inh	AHR activator	proCasp7 act
Nc1ccc(C(=O)n2c3ccccc3c3ccccc32)cc1	111	107	108	101	-3	-72	-2	4
Cc1ccc(-n2c(SCC(=O)NCc3ccco3)nc3c(sc4ccccc43)c2=O)cc1	102	109	106	103	8	5	3	-5
COC(=O)CC1Oc2ccccc2N(Cc2ccccc2)C1=O (stereo not given)	94	99	100	103	7	-281	-2	0
CC(C(=O)N1CCc2ccccc21)N1CCN(Cc2ccc(Cl)cc2)CC1 (stereo not given)	95	90	103	102	-5	1	-1	9
Cn1nc(C(F)(F)F)c(C(=O)Nc2ccc(F)cc2F)c1Sc1ccc(Cl)cc1	90	103	99	100	1	-1	12	-1
COc1ccc(NC(=O)Nc2ccccc2SC)cc1	105	86	108	110	6	8	16	0
N=c1c(S(=O)(=O)c2ccc(Br)cc2)cc2c(=O)n3ccccc3nc2n1C1CCCCC1	95	117	103	100	-7	?	1	9
CCCN(CC(=O)Nc1ccccc1OC)C(=O)c1ccccn1	97	120	102	97	5	14	1	-5
COc1cc(CN2CCCC(C(=O)Nc3ccccc3Oc3cccnc3)C2)ccc1F (stereo not given)	92	98	95	97	12	-3	10	7
Cc1ccc(S(=O)(=O)N2CCN(C(=O)c3ccccc3)CC2)cc1	102	100	101	98	4	-20	-3	11
COc1ccccc1/C=C/C(=O)Nc1ccc(N2CCOCC2)cc1	109	106	101	104	6	37	-3	7
O=C(NCCc1ccccc1)C(=O)NCC1CCCN1S(=O)(=O)c1cccs1 (stereo not given)	105	107	98	96	2	0	-4	9
COc1cc(C(=O)NNC(=O)c2ccc(NC(=O)C(C)(C)C)cc2)cc(OC)c1OC	104	111	100	101	0	-10	-2	3
CC1(C)CC2CC(C)(CN2C(=O)C23CCC(C)(C(=O)O2)C3(C)C)C1 (stereo not given)	106	113	106	104	8	-3	-3	5
CCOC(=O)C1=C(C)NC(C)=C(C(=O)OCC)C1c1ccc(OC)cc1	98	96	95	99	-4	-16	18	7
Cc1cc2nc(C3CCN(C(=S)NCCCOC(C)C)CC3)[nH]c2cc1C	90	104	90	90	6	-17	19	6
COc1cc(/C=C2\SC(=S)N(CC(=O)O)C2=O)ccc1OC(=O)c1ccco1	101	107	101	96	-6	5	0	-15
Cc1cccc(C)c1NC(=O)N1CCC(n2c(=O)[nH]c3ccccc32)CC1	113	143	99	100	5	-2	-2	4
Cc1onc(-c2c(F)cccc2Cl)c1C(=O)N(C)CCc1ccccn1	106[may fluoresce green]	103	103[may fluoresce green]	94[may fluoresce green]	-1	-1	16	3
O=C(Cc1ccc(F)cc1)N1CCN=C1SCc1ccc([N+](=O)[O-])cc1	91	115	97	101	-1	3	1	0
COc1ccc(-c2ccc(CCC(=O)O)n2CC(=O)Nc2cccc(OC)c2)cc1	96	104	111	105	5	4	2	-4
NC(CC(=O)NC(c1ccccc1)(c1ccccc1)c1ccccc1)C(=O)O (stereo not given)	93	97	108	103	-1	15	6	-1
COc1ccc(N2CCN(C(=O)CSc3nnc(-c4ccco4)n3C)CC2)cc1	103	106	106	98	-9	64*	7	-3
CC(OC(=O)c1cc2sccc2n1C)C(=O)NCC1CCCO1 (stereo not given)	95	95	102	101	6	2	0	9

GASC-1 inh: hit marks shown above
| SMILES | LAP4-GFP MLPCN | MEP2 TOR yeast | RPL19A-GFP yeast | proCasp3 act | GASC-1 inh | AHR activator |
| --- | --- | --- | --- | --- | --- | --- |
| COc1ccc(N2CCN(C(=O)CSc3nnc(-c4ccco4)n3C)CC2)cc1 | 103 | 106 | 98 | -9 | 64* | 7 |

Just Yeast superoxide and proCasp7 act (2 entries from above):
| mol | Yeast superoxide | proCasp7 act |
| --- | --- | --- |
| COc1cc(C(=O)NNC(=O)c2ccc(NC(=O)C(C)(C)C)cc2)cc(OC)c1OC | 111 | 3 |
| CC1(C)CC2CC(C)(CN2C(=O)C23CCC(C)(C(=O)O2)C3(C)C)C1 (stereo not given) | 113 | 5 |

New compounds follow.
SMILES	LAP4-GFP MLPCN	Yeast superoxide	MEP2 TOR yeast	RPL19A-GFP yeast	proCasp3 act	GASC-1 inh	AHR activator	proCasp7 act
CCC(=O)c1ccc(OCC(=O)Nc2ccccc2C(=O)NC2CC2)cc1	99	105	95	101	-4	2	0	1
c1ccc2sc(-c3ccncc3)nc2c1	95	104	100	97	9	-5	4	-3
Cc1nc(COc2cc3oc(=O)cc(C)c3cc2Cl)cs1	87	105	97	96	6	3	48*	-6
COc1ccccc1NC(=S)N(c1ccccc1)C(C)C	98	94	100	91	12	7	0	-2
Clc1ccccc1OCc1nnc(-c2ccccc2Br)o1	92	101	87	94	11	14	4	4
Cc1nn(C)c(C)c1CNC(=O)c1cc2n(n1)C(C(F)(F)F)CC(c1cccs1)N2 (stereo not given)	97	95	98	93	-5	-1	1	11
CC1=NCCN1S(=O)(=O)c1c(C(C)C)cc(C(C)C)cc1C(C)C	100	97	97	93	5	9	3	1
COc1ccc(-c2c3c(=O)n(C)c(=O)n(C)c3cn2-c2ccccc2)cc1	95	109	92	96	-1	1	4	1
Oc1ccc2ccccc2c1C=Nc1cc(C(F)(F)F)ccc1N1CCCC1	104	103	107	102	-2	-4	32	-6
O=C(Nc1cccc(S(=O)(=O)NC2=NCCC2)c1)c1ccccc1F	92	98	97	100	10	11	1	1
COC(=O)C1CCN(S(=O)(=O)Cc2ccccc2)CC1	91	95	98	91	-4	-8	6	0
CN(C[C@H](Cc1ccccc1)N(C[C@H](Cc1ccccc1)N(CC1(c2ccccc2)CC1)N=O)N=O)N=O	98	96	102	103	4	0	2	7
Nc1ccc(N=Nc2ccccc2O)c(N)c1	110	129	100	91	-12	12	72*	-12
CCOC(=O)c1oc2cc(C)cc(C)c2c1C	114	113	100	102	8	-17	0	1
N#Cc1ccccc1/C=N/Nc1nc(-c2ccccc2)c2cc(Br)ccc2n1	92	103	96	97	-1	-10	6	9
Nc1nc(-c2c[nH]c3ccccc23)cs1	105	123	102	96	-19	-21	58*	-16
CN(C(=O)c1ccc(NC(=O)Cc2cccc(NC(=O)C3CCN(C(=O)C4CCCC4)CC3)c2)cc1)C1CCCC1	100	112	92	99	-3	21	0	-1
CC(C)[C@H](NC(=O)c1ccccc1)C(=O)OCC(=O)Nc1sccc1C(N)=O	91	120	97	91	-1	5	0	-1
C/C(N)=C(/C#N)C(=O)CSc1ccc2c(c1)OCCO2	93	122	93	93	-5	11	6	-2
O=C(O)c1cccc(S(=O)(=O)N2CCCC2)c1	102	87	105	100	-2	10	-1	1
O=C(CSc1nc(Nc2ccccc2)nc(N2CCOCC2)n1)Nc1cc(Cl)ccc1O	71	102	98	103	·	-5	·	·
C/C(=N\NC(=O)CSc1nc(C)cc(C)n1)c1ccc2c(c1)OCCO2	102	109	97	98	-3	-5	8	1
O=S(=O)(/N=C(/Nc1cccnc1)c1ccccc1)c1ccc(F)cc1F	87	110	91	93	1	-6	2	6
CC1CCCC(C)N1C(=O)c1ccc(S(=O)(=O)NCc2ccco2)cc1 (stereo not given)	88	109	106	107	-2	-4	0	0
Cn1cc([N+](=O)[O-])c(C(=O)NCC(=O)O)n1	99	95	95	97	7	18	3	8
NS(=O)(=O)c1ccc(CCNC(=O)CCS(=O)(=O)c2ccc(Br)cc2)cc1	97	90	104	100	·	-5	·	·
CC(=O)Nc1ccc(C(=O)NC2CCCC2)cc1	112	111	110	107	-1	·	-1	4
O=C(NCc1ccc(-n2cccc2)cc1)c1cccc(F)c1	99	106	103	102	2	-11	2	2
O=C(CSc1cccc(C(F)(F)F)c1)Nc1nnc(C2CC2)s1	112	105	100	92	5	-3	6	-2
NC(=O)C1CCN(c2nc(-c3ccccc3C(F)(F)F)cs2)CC1	·	158	·	·	-1	-21	5	2
COc1ccccc1CNS(=O)(=O)c1cc2c3c(c1)CCN3C(=O)CC2	89	102	96	88	0	38	0	1
COc1cccc(C(=O)Nc2cc3c(cc2Cl)OCCCO3)c1	101	93	99	99	2	1	1	2
CC(C(=O)Nc1ccccc1)N(C)CCOc1ccccc1 (stereo not given)	97[may fluoresce violet]	98	299*[may fluoresce violet]	40*[may fluoresce violet]	6	14	1	-5
Cc1cc(O)cc2c(=O)c3ccccc3sc12	110	85	96	91	-3	1	-1	0
Cc1ccc(C)c(C(=O)Nc2nc3ccccc3[nH]2)c1	96	90	107	104	1	-45	48*	1
Cc1ccc(S(=O)(=O)N(C)C)cc1NC(=O)Cn1c(CN2CCOCC2)nc2ccccc2c1=O	98	100	98	99	4	-10	1	1

Structures above with a Cl atom:
SMILES	LAP4-GFP MLPCN	Yeast superoxide	MEP2 TOR yeast	RPL19A-GFP yeast	proCasp3 act	GASC-1 inh	AHR activator	proCasp7 act
CC(C(=O)N1CCc2ccccc21)N1CCN(Cc2ccc(Cl)cc2)CC1 (stereo not given)	95	90	103	102	-5	1	-1	9
Cn1nc(C(F)(F)F)c(C(=O)Nc2ccc(F)cc2F)c1Sc1ccc(Cl)cc1	90	103	99	100	1	-1	12	-1
Cc1onc(-c2c(F)cccc2Cl)c1C(=O)N(C)CCc1ccccn1	106[may fluoresce green]	103	103[may fluoresce green]	94[may fluoresce green]	-1	-1	16	3
Cc1nc(COc2cc3oc(=O)cc(C)c3cc2Cl)cs1	87	105	97	96	6	3	48*	-6
Clc1ccccc1OCc1nnc(-c2ccccc2Br)o1	92	101	87	94	11	14	4	4
O=C(CSc1nc(Nc2ccccc2)nc(N2CCOCC2)n1)Nc1cc(Cl)ccc1O	71	102	98	103	·	-5	·	·
COc1cccc(C(=O)Nc2cc3c(cc2Cl)OCCCO3)c1	101	93	99	99	2	1	1	2

(list continues)
SMILES	LAP4-GFP MLPCN	Yeast superoxide	MEP2 TOR yeast	RPL19A-GFP yeast	proCasp3 act	GASC-1 inh	AHR activator	proCasp7 act
COc1ccc(C2CC(=O)C(C=NCCCO)=C(O)C2)cc1 (stereo not given)	100	111	100	97	-2	12	2	0
Cc1ccc(S(=O)(=O)N2[C@@H](c3cccc(Cl)c3)C(C(=O)O)=CC[C@H]2c2cccs2)cc1	135	86	88	98	3	·	1	-7
CCOc1ccccc1-n1c(SCC(=O)Nc2ccc(CC)cc2)nc2n[nH]c(C)c2c1=N	102	98	106	108	7	-6	10	11
CCOC(=O)c1c(NC(=S)N2CCN(C)CC2)sc2c1CCN(C(=O)OCC)C2	104	98	99	98	-12	10	1	-6

High-throughput results (PubChem BioAssay)
